Screening results (PubChem BioAssay)
JMJD2A Tudor = qHTS Assay for Inhibitors of JMJD2A-Tudor Domain; AlphaScreen JMJD2A-Tudor / H3K4me3 peptide binding; Potency, µM (series often up to 114 µM), for the others: top-dose activity change, negative = inhibition, actives largely listed as inhibitors; 390,000 tested, 4.4% active; note: potency is the fitted concentration of half-maximal effect; % is set by controls: 0 for no effect and ±100 for the full control effect; nearly all actives have a fitted effect of over 50% in size
Tb PGK inh = qHTS Assay to Find Inhibitors of Phosphoglycerate Kinase; Phosphoglycerate kinase, glycosomal (Trypanosoma brucei brucei), P07378; PGK/GAPDH coupled, Kinase-Glo luminescence, 60 min; Potency, µM (series often up to 57.5 µM), for the others: top-dose activity change, negative = inhibition, usual class: inhibitors; 380,000 tested, 0.043% active; note: potency is the fitted concentration of half-maximal effect; % is set by controls: 0 for no effect and ±100 for the full control effect; nearly all actives have a fitted effect of over 60% in size
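Recombinant glycosomal PGK reaction used 1,3-bisphosphoglycerate generated in-well by GAPDH (100nM final) in 100mM TEA pH 7.6, 5mM MgCl2, 0.01% Tween-20. After 60 minutes at room temperature, ATP was read by Kinase-Glo Plus luminescence end-point.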
HP1b binding inh = HTS for Inhibitors of HP1-beta Chromodomain Interactions with Methylated Histone Tails; Potency, µM (titrated, usually from 114 µM), inactives show top-dose activity change, negative = inhibition, actives largely listed as inhibitors; 390,000 tested, 0.56% active; AID 540317, 2011; AlphaScreen HP1-beta / biotin-H3K9me3 peptide binding; Chromobox protein homolog 1 (Homo sapiens), P83916; note: potency is the fitted concentration of half-maximal effect; nearly all actives have a fitted effect of over 70% in size; inactives centre near 23
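Compound inhibition of the preformed complex between 50 nM HP1-beta and 50 nM biotinylated H3K9me3 peptide was read by AlphaScreen. Buffer was PBS pH 7.4 with 0.01% Tween-20. Incubations ran 30 min at room temperature, with 10 ug/mL donor/acceptor beads.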
G9a inh = qHTS Assay for Inhibitors of Histone Lysine Methyltransferase G9a. Histone-lysine N-methyltransferase EHMT2 (Homo sapiens), Q96KQ7. G9a H3K9 monomethylation, AlphaScreen, 2 h. Potency, µM (top dose mostly 102 µM), for the others: top-dose activity, negative = inhibition, most hits filed as inhibitors. 350,000 tested, 8.8% active; note: potency is the fitted concentration of half-maximal effect; % is set by controls: 0 for no effect and ±100 for the full control effect; nearly all actives have a fitted effect of over 75% in size
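Using a bead-based AlphaScreen, monomethylated H3K9 product from 2 h room-temperature reactions (G9a 20 nM, peptide 500 nM, SAM 20 uM) was detected with 0.5 ug/mL rabbit anti-H3K9me1 antibody.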
BAZ2B inh = qHTS Assay for Inhibitors of BAZ2B. 360,000 tested, 4.4% active. Potency, µM (series often up to 114 µM), inactives show top-dose activity change, negative = inhibition, actives largely listed as inhibitors. AlphaScreen BAZ2B-H3K14Ac peptide displacement; note: potency is the fitted concentration of half-maximal effect; % is set by controls: 0 for no effect and ±100 for the full control effect; nearly all actives have a fitted effect of over 60% in size
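In this displacement format the biotinylated H3(5-23) peptide acetylated at Lys14 serves as ligand at 50 nM, with BAZ2B at 50 nM in PBS pH 7.4 containing 0.01% Tween-20. Donor and acceptor beads are 10 ug/mL final.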
GLS inhibitor = qHTS for Inhibitors of Glutaminase (GLS); Glutaminase kidney isoform, mitochondrial (Homo sapiens), O94925; GLS enzymatic activity, qHTS titration; Potency, µM (top dose mostly 45.5 µM), for the others: at the top dose activity change, negative = inhibition, most hits filed as inhibitors; 410,000 tested, 0.21% active; AID 624170, 2012; note: potency is the fitted concentration of half-maximal effect; % is set by controls: 0 for no effect and ±100 for the full control effect
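Coupled fluorescence readout: glutamate oxidase/HRP/Amplex Red detect glutamate formed by hKGA from L-glutamine (1 mM solution added). Buffer 45 mM KH2PO4 pH 8.2, 0.02% Tween-20; reads at t0 and 30 min RT.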
Pol eta inh = qHTS for Inhibitors of Polymerase Eta; 390,000 tested, 1.2% active; Potency, µM (series often up to 114 µM), for inactives: at the highest dose activity change, negative = inhibition, usual class: inhibitors; AID 588591, 2011; recombinant Pol eta, fluorescent DNA replication assay; DNA polymerase eta (Homo sapiens), Q9Y253; note: potency is the fitted concentration of half-maximal effect; % is set by controls: 0 for no effect and ±100 for the full control effect
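Fluorescent replication assay: 50 nM final substrate added after a 15 min room-temperature compound preincubation with 10 nM enzyme. Signal taken at 0 min and again at 10 min.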
PI4K2A block = qHTS for small molecular inhibitors of PI4K2A; Phosphatidylinositol 4-kinase type 2-alpha (Homo sapiens), Q9BTU6; purified PI4K2A, ADP-Glo luminescence, 1 h; active compounds read low; activity change, negative = inhibition, % at 76.9 µM; 420,000 tested, 0.13% active; AID 1346378, 2018; in the data active = activity change below about -50%; inconclusive = mostly about -30% to -49%;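 note: -100% = wells without enzyme as full effect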
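In this quantitative HTS, ADP production by PI4K2A was quantified luminescently after 1 h at ambient temperature; 100 microM adenosine served as plate-quality control.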
Pin1 inhibitor = qHTS Assay to Find Inhibitors of Pin1; Pin1 FP peptide displacement, HiFluor488, 10 min; 390,000 tested, 0.009% active; Peptidyl-prolyl cis-trans isomerase NIMA-interacting 1 (Homo sapiens), Q13526; AID 504891, 2011; Potency, µM (titrated, usually from 115 µM), for inactives: at the highest dose activity, negative = inhibition, usual class: inhibitors; active = well fitted inhibition curve with a large enough effect in the polarisation, with a control signal flat, not every such curve was filed as active; inconclusive = small, poorly fitted or top-dose-only effect, or effect the other way, or a change in a side signal; inactive = no such curve, though single readings can be large or run the other way; the % refers to the polarisation; note: potency is the fitted concentration of half-maximal effect; % is set by controls: 0 for no effect and ±100 for the full control effect
Active calls of the source: *; i = inactive; ? = inconclusive; / = not tested or not shown; & = joins results of further samples; [ ] = remark or other dose. Unless noted, calls come from the whole dose curve; as a rule, active = well fitted curve in the direction sought with a large enough effect; inconclusive = small, poorly fitted or top-dose-only effect, or another doubt; inactive = no such curve, though single readings can be large; an effect the other way counts as inactive or inconclusive.

JMJD2A Tudor	Tb PGK inh	HP1b binding inh	G9a inh	BAZ2B inh	GLS inhibitor	Pol eta inh	mol	PI4K2A block	Pin1 inhibitor
-5%	4%	34%	1%[59 µM]	4%	-1%	-9%	Cc1ccc(CNS(=O)(=O)c2cc3[nH]c(=O)c(=O)[nH]c3cc2C)cc1	0	-9%
-16%	-10%	-3%	24%	-4%	2%	-13%	Cc1ccccc1NC(=O)Cn1nnc2sc3c(c2c1=O)CC(C)(C)OC3	2	-1%
-14%	-5%	23%	5%	-2%	4%	-19%	COc1ccccc1NC(=O)CCC(=O)OCC(=O)c1ccc(C)c([N+](=O)[O-])c1	-2	-6%
-6%	-8%	22%[57 µM]	9%[59 µM]	2%	5%	-3%	Cc1nn(C(=O)c2c(F)cccc2F)c(C)c1S(=O)(=O)N1CCOCC1	-1	-6%
-3%	10%	19%	46%[activator]	-3%[57.1 µM]	-5%	-8%	CCc1cc(=O)oc2cc3oc(C)c(C)c3cc12	3	-3%
/	-6%	/	/	/	-4%	-8%	O=C1OCCC1=COCCCCOC=C1CCOC1=O	5	/
-5%	-7%	38%	50µM*	24%	-1%	-16%	CCCCn1c(-c2ccc(OC(F)F)cc2)nc2c1c(=O)[nH]c(=O)n2CC(C)C	1	4%
-18%	/	56%[activator]	1%	-24%	-7%	-10%	CCC(=O)N(CCc1ccccc1)Cc1cc2ccc(OC)cc2[nH]c1=O	0	1%
-5%	3%	-2%	22%	10%	13%	-6%	CCn1nnnc1SCC(=O)Nc1cccc(NC(C)=O)c1	2	7%
-15%	i	29%	19%[59 µM]	2%	-3%	-13%	COCCNCc1ccc(C(C)C)cc1	-1	-7%
?	-2%	28%	23%[12.7 µM]	/	-2%	-4%[57.1 µM]	Cn1c(=O)c2[nH]c(-c3ccc(S(=O)(=O)O)cc3)nc2n(C)c1=O	-8&-4	2%
-31%	3%	13%	40µM*	-22%	?	11%	S=c1[nH]nc(C2CCCCC2)n1/N=C/c1ccc(Cl)cc1	2	?
-28%	0%	-25%	/	?	11µM*	-8%	Cn1ncc(S(=O)(=O)Cc2ccccc2)c(Cl)c1=O	-1	1%
-25%	-12%	16%	/	/	-5%	?	CC1(OC(=O)c2cccs2)C(=O)C=C2C=C(C3CC3)OC=C2C1=O (stereo not given)	-6	?
-18%	/	15%	4%[59 µM]	6%	6%	-6%	CC1CCCN(C(=O)CSc2nnc(-c3ccc(S(=O)(=O)N4CCOCC4)cc3)n2C)C1 (stereo not given)	7	1%

Some of the entries so far, in markdown:
| structure | JMJD2A Tudor | Tb PGK inh | HP1b binding inh | G9a inh | BAZ2B inh | GLS inhibitor | Pol eta inh | PI4K2A block | Pin1 inhibitor |
| --- | --- | --- | --- | --- | --- | --- | --- | --- | --- |
| S=c1[nH]nc(C2CCCCC2)n1/N=C/c1ccc(Cl)cc1 | -31% | 3% | 13% | 40µM* | -22% | ? | 11% | 2 | ? |
| Cn1ncc(S(=O)(=O)Cc2ccccc2)c(Cl)c1=O | -28% | 0% | -25% | / | ? | 11µM* | -8% | -1 | 1% |
| CC1(OC(=O)c2cccs2)C(=O)C=C2C=C(C3CC3)OC=C2C1=O (stereo not given) | -25% | -12% | 16% | / | / | -5% | ? | -6 | ? |

(further entries)
JMJD2A Tudor	Tb PGK inh	HP1b binding inh	G9a inh	BAZ2B inh	GLS inhibitor	Pol eta inh	mol	PI4K2A block	Pin1 inhibitor
-7%	-4%	28%	-3%	-6%[57.1 µM]	2%	-5%	Cc1cc(C)c2c(N)c(C(=O)NC3CC3)sc2n1	1	7%
-7%	i	21%	-35%	12%	-11%	-15%	CCC1(CC)NC(=O)N(CC(=O)OCC(=O)Nc2ccc(F)c(F)c2F)C1=O	2	-10%
-4%	1%	19%	25%	1%	-14%	4%	CCn1c(=O)c(CCC(=O)NCC2CCCO2)c(C)c2c(C)nn(-c3ccc(C)cc3)c21 (stereo not given)	2	-3%
45µM*	0%	31%	-2%	4.5µM*	31%[activator]	-9%	C=CCNC(=S)N/N=C(\C)c1ccccn1	-8	5%
-27%	-3%	14%	/	-11%	0%	9%	CC1=NN(C(N)=S)C(=O)C1N=Nc1ccc(Br)cc1 (stereo not given)	10	-3%
-22%	2%	12%	/	-11%	0%	-2%	O=C(N/N=C/C(Br)=C\c1ccccc1)c1cccs1	-1	-1%
-9%	/	38%[activator]	-17%[59 µM]	-1%	7%	/	CCc1c(C)nc2nncn2c1Nc1ccc(Cl)cc1	0	-1%
-1%	5%	42%[activator]	12%	-8%	0%	1%	O=C(NCCCN1CCCC1=O)C1CCC(CNS(=O)(=O)c2ccc(Cl)cc2)CC1 (stereo not given)	4	-1%
-21%	2%	7%	-33%	-20%	4%	2%	COc1ccc(/C=N/NC(=O)c2cccnc2)cc1COc1ccc([N+](=O)[O-])c(C)c1	0	11%
-8%	-4%	44%[activator]	6%	-10%	-11%	-17%	COc1ccc(CCC(=O)NNC(=O)c2cc(Cl)ccc2OC)cc1OC	3	1%
?	8%	-8%	?	/	0%	-7%	Cc1[nH]c2ccc(F)cc2c1CCN(Cc1ccncc1)C(=S)Nc1ccccc1	2	4%
7%	-1%	39%[activator]	-5%[59 µM]	2%	-2%	-16%	N#Cc1c(N)n(-c2ccc(C(=O)O)cc2)c2nc3ccccc3nc12	-5	?
-23%	1%	9%	-6%[0.501 µM]	?	12%	-11%	COc1ccc(-c2nnc(Sc3nc4ccccc4o3)c3ccccc23)cc1	2	-7%
-26%	-3%	19%	-31%[59 µM]	0%[57.1 µM]	-2%	-18%	O=C1CCSC2(C(=O)N(Cc3ccc(F)cc3)c3ccccc32)N1c1ccccc1 (stereo not given)	0	-2%
0.89µM*	-9%	?	?	?	/	9%	COCCCNCCCOc1ccc(Cl)cc1Br	7	1%
2%	8%	49%[activator]	-15%[59 µM]	5%	-1%	-17%	O=C(CCN1C(=O)NC2(CCCC2)C1=O)Nc1cccc(S(=O)(=O)N2CCOCC2)c1	1	-2%
-5%	10%	26%	/	/	0%	-20%	CC(C)(O)/C=C/C[C@](C)(O)C1CC[C@]2(C)C1[C@H](O[C@H]1O[C@@H](CO)[C@H](O)[C@@H](O)[C@@H]1O)CC1[C@@]3(C)CC[C@H](O)C(C)(C)C3[C@@H](O)C[C@]12C (stereo not given in full)	-2	-3%
-11%	-5%	11%	?	-8%	-1%	-3%	Cc1ccccc1OCC(=O)OCC(=O)Nc1ccc2c(c1)OCCO2	-1	2%
-9%	6%	11%	-8%[12.7 µM]	-5%	0%	-11%	C=CCn1c(SCC(=O)Nc2ccc(F)cc2F)nc2c([nH]c3ccccc32)c1=O	-3	6%
-11%	i	50%[activator]	4%[59 µM]	-3%	-6%	-9%	CCOC(=O)c1ccccc1NC(=O)CCc1c(C)nc2c(c1C)c(=O)n(C)c(=O)n2C	-6	3%
-22%	1%	21%	?	-21%	10%	-19%	CCCCC(=O)NC(=S)Nc1cccc(NC(=O)c2ccco2)c1	0	-1%
-5%	-5%	28%	-18%[59 µM]	-7%	1%	-26%	Cc1noc(C)c1C(=O)OCC(=O)NCCc1ccccc1	-1	-2%
-29%	0%	?	3.2µM*	-13%	-4%	-7%	COc1ccc(C(=S)N2CCOCC2)cc1OS(=O)(=O)c1ccccc1[N+](=O)[O-]	3	4%
-10%	-9%	20%[57 µM]	5%[59 µM]	0%	1%	-15%	O=C(Nc1ccc(C(=O)N2CCN(c3ccccc3F)CC2)cc1)c1nsc2ccccc12	-1	20%
-4%	/	20%	-20%[59 µM]	-2%	-13%	/	CCN(CC)S(=O)(=O)c1ccc2c(c1)N(CC(=O)Nc1c(C)cccc1C)C(=O)CO2	0	-12%
-7%	-10%	7%	-3%[59 µM]	-4%	4%	-14%	CSc1ccc(C2c3c(oc4ccccc4c3=O)C(=O)N2CCCN2CCOCC2)cc1 (stereo not given)	-7	1%
152%[activator]	-1%	196%[activator]	61%[activator][59 µM]	107%[activator]	0%	-19%	CCOC(=O)c1ccccc1NC(=O)C(C)Oc1ccccc1 (stereo not given)	3	-8%
-17%	0%	16%	-11%	-5%	9%	-20%	COc1ccc(OCC(O)CN2CCN(CC(O)COc3ccc(OC)cc3)CC2)cc1 (stereo not given)	0	14%
22µM*	i	6%	?	-29%	3%	-12%	COc1cccc(C2/C(=C(\O)c3ccc4c(c3)OCCO4)C(=O)C(=O)N2CC2CCCO2)c1 (stereo not given)	-2	-5%
?	-10%	11%	3%	0%	-7%	-20%	CS(=O)(=O)NCc1nnc(SCc2c(F)cccc2Cl)o1	6	2%
5%	-6%	37%	4%[59 µM]	8%	-3%	-12%	O=c1cc(CSc2nc(NCc3ccccc3)c3ccccc3n2)nc2ccc(Cl)cn12	7	-8%
-3%	-3%	33%[activator]	-8%[59 µM]	-3%	-13%	-3%	CCOC(=O)c1c(N)n(-c2cccc(OC)c2)c2nc3ccccc3nc12	5	0%
-12%	3%	-1%	1%	4%	15%	-17%	O=C(COc1ccccc1)Nc1ccccc1N1CCN(c2ccc(F)cc2)CC1	1	4%
-1%	-8%	20%	5%[59 µM]	7%	9%	-9%	CSc1cnc2c(=O)n(C)c(=O)[nH]c2n1	1	-8%
20%	i	12%	1%[59 µM]	1%	-2%	7%	O=C(Nc1ccccc1C(=O)NCC1CCCO1)c1ccccc1 (stereo not given)	-8	4%

Only part of the results is shown. The share of hits here may be higher or lower than overall.
